# Bioassay records from PubChem.
# TbREL1 primary = TbREL1 RNA ligase inhibitors, primary screen, biochemical, FRET fluorescence | TbREL1 RNA ligation | inhibition, % at 9.66 µM | RNA-editing ligase 1, mitochondrial (Trypanosoma brucei brucei), P86926 | AID 1117264, 2014 | 89,000 compounds, 0.49% hits;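 active means inhibition above the mean inhibition across all screened compounds plus 3 SD, cut at about 11% in these data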;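 further: 0% = plate median of test wells and 100% = NSC42067 control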
# Target sequence (P86926 whole entry, looked up): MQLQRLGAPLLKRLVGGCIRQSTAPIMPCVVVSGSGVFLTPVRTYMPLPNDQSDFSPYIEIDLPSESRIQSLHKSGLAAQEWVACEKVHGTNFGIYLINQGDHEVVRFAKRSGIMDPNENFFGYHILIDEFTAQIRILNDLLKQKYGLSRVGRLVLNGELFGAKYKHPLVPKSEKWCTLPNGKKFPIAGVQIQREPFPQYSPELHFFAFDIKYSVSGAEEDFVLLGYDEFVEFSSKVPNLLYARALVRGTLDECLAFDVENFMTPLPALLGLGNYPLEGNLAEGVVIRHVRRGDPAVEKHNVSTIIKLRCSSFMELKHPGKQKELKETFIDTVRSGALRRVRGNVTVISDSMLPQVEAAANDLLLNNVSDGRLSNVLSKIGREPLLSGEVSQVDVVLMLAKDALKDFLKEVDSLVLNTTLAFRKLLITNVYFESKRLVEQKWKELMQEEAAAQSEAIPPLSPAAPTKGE
# The depositor's hits bear a star. Only part of the results is shown. The share of hits here may be higher or lower than overall.
SMILES,TbREL1 primary
O=C(NC1CC(=O)N(c2cccc(F)c2)C1)N1CCN(C(=O)c2ccco2)CC1 (stereo not given),2
Nc1c(C(=O)O)sc2nc(-c3ccccc3)cc(-c3ccccc3)c12,0
Cc1ccc(S(=O)(=O)N(CC(=O)NCC2CCCO2)c2cccc([N+](=O)[O-])c2)cc1 (stereo not given),3
CC1CC(C)CN(C(=O)C2CC(=O)N(c3ccc(F)cc3)C2)C1 (stereo not given),-4
C[C@@H]1CCCCO[C@@H](CN(C)S(C)(=O)=O)[C@@H](C)CN([C@H](C)CO)C(=O)c2cc(N(C)C)ccc2O1,-5
COc1ccc(C(=O)CCC(=O)Nc2cccc(Cl)c2)cc1,-1
COC(=O)CC(N)c1ccc(OC)c2ccccc12 (stereo not given),1
CC1=C(C(=O)Nc2ccccc2C)C(c2ccccc2)NC(=O)N1 (stereo not given),1
Cc1ccc(NC(=O)C2CCN(c3cnccn3)CC2)cc1C,-2
CCCCC(=O)Nc1nc2ccc3nc(C)sc3c2s1,4
Cc1c(Br)c([N+](=O)[O-])nn1CCCC(=O)Nc1c(C)n(C)n(-c2ccccc2)c1=O,-2
Cc1occc1-c1nnc(SCC(=O)NC2CCCC2)n1C,-2
COc1ccc(OC)c(/C=N/NC(=O)c2cccc3ccccc23)c1,2
Cc1ccc(OCc2nc(-c3cccnc3)no2)cc1C,-3
O=C(O)c1ccccc1-n1cnnn1,0
C=C[C@@H]1c2cccc(C)c2N(S(=O)(=O)c2ccc(C)cc2)[C@H](c2ccc(OC(C)=O)cc2)C1(C#N)C#N,5
O=C(C[C@H]1C/C=C\C[C@@H](NC(=O)OCC2c3ccccc3-c3ccccc32)C(=O)O[C@@H](c2ccccc2)CNC1=O)N[C@H](CO)Cc1ccccc1,-3
Cc1nc2sc(C(c3cccc(F)c3)N3CCCCC3)c(O)n2n1 (stereo not given),-1
Cc1ccc(NC(=O)c2ccc(Cl)c(N3C(=O)C=CC3=O)c2)cc1,-1
Cc1ccc(-c2nnc(Nc3ccc4c(c3)OCO4)c3ccccc23)cc1S(N)(=O)=O,2
CC(=O)c1cccc(NC(=O)c2c(F)c(F)c(F)c(F)c2F)c1,-1
Cc1ccc(S(=O)(=O)CCC(=O)OC(C)C(=O)NC2CCCCC2C)cc1 (stereo not given),-2
Cc1cccc(NC(=O)Nc2cccc(Oc3c(F)c(F)c(F)c(F)c3F)c2)c1,7
CC(C)C(=O)Nc1nnc(S(=O)(=O)N2CCc3ccccc32)s1,1
O=C(CSc1nnnn1-c1cccc2c1CCCC2)N1CCCCC1,-1
O=Nc1c(O)c2ccccc2c2ccccc12,7
CCOC(=O)c1c(S(=O)(=O)N2c3ccccc3CC2C)c(C)n(C)c1C (stereo not given),2
CCc1noc(C)c1C(=O)N1CCN(S(=O)(=O)c2ccc(Br)cc2)CC1,1
COc1cc(C(=O)OCC#N)ccc1OCc1c(C)noc1C,-1
CCCN(CC(=O)Nc1ccccc1C)C(=O)C1CC(=O)N(c2ccccc2C(C)CC)C1 (stereo not given),1
CCN(CC)S(=O)(=O)c1cccc(NC2=NCC(C)S2)c1 (stereo not given),1
CN(C)CCCNC1=CC(=O)CC(c2ccccc2)C1 (stereo not given),-1
O=C(CN(CC1CCCO1)S(=O)(=O)c1ccc(S(=O)(=O)NC2CC2)cc1)Nc1ccccc1 (stereo not given),-3
Cc1cc(C)c(OCC(=O)N(Cc2ccc(N(C)C)cc2)C2CCS(=O)(=O)C2)c(C)c1 (stereo not given),-5
CCC1=NN(C(=O)c2cccc([N+](=O)[O-])c2)C(O)(c2ccc(C)cc2)C1 (stereo not given),0
CCOC(=O)C1(Cc2ccccc2)CCN(Cc2ccc(C(F)(F)F)cc2)CC1,2
N#Cc1ccc(-c2nc3ccc(Cl)cn3c2Cc2cccc(F)c2)cc1,-3
CCOc1ccc(OCC)c(NC(=O)CSCCc2ccccn2)c1,-1
CCOc1ccccc1N1CCN(C(=O)NC(C)c2ccc(F)c(F)c2)CC1 (stereo not given),-4
CCCCCNC1=CC(=O)CC(c2ccccc2)C1 (stereo not given),-2
COc1ccc(-n2ncc3c(NCc4ccc5c(c4)OCO5)ncnc32)cc1,0
Cc1cc(=O)n2cc(-c3ccccc3)nc2[nH]1,-2
O=C(O)c1sccc1Oc1ccc(F)cc1[N+](=O)[O-],0
O=C(Cn1cnc2cc([N+](=O)[O-])ccc2c1=O)Nc1ccc2c(c1)CCC2,2
Cc1ccc(-c2cc(-c3ccccc3)nc(N/N=C/c3cccnc3)n2)cc1,-3

# Arranged by molar mass (low to high): 3 of the compounds above.
SMILES,TbREL1 primary
Cc1cc(=O)n2cc(-c3ccccc3)nc2[nH]1,-2
CCOc1ccc(OCC)c(NC(=O)CSCCc2ccccn2)c1,-1
CCOC(=O)C1(Cc2ccccc2)CCN(Cc2ccc(C(F)(F)F)cc2)CC1,2

# Other structures follow:
SMILES,TbREL1 primary
COCCCn1cc(C(=O)c2cc(Br)ccc2O)cc(C#N)c1=O,-1
Cc1ccc(-n2c(COc3ccccc3)nnc2SCC(=O)Nc2ccccc2-c2ccccc2)cc1,4
COc1ccc(S(=O)(=O)CCc2nnc(NC(=O)c3ccc(F)cc3)s2)cc1,6
Cc1ccc(SC[C@H](Cc2ccccc2)N2CCN(CCc3ccccc3)CCC2=O)cc1,-2
CCOc1nc(C)nc(NC(=O)NS(=O)(=O)c2ccccc2Cl)n1,0
Cc1cccc(C)c1NC(=O)C1C2C=CC(C2)C1C(=O)O (stereo not given),4
Cc1cc(C)cc(NC(=O)O[C@@H]2CC[C@@]34CCCN3C(=O)CCC[C@H]4C2)c1,-7
S=C1NCCOCCNC(=S)NCCOCCOCCOCCN1,-4
O=C(/C=C/c1cccs1)N1CCCCC1,-1
Cc1cc(C)nc(SCNC(=O)c2ccc(Cl)cc2)n1,-3
O=C(O)C[C@H]1c2ccccc2S(=O)(=O)N1c1ccccc1,1
CCCCCNC(=O)c1ccc2c(=O)n(CC3CCCO3)c(=O)[nH]c2c1 (stereo not given),-1
Cc1ccc(S(=O)(=O)N(CC(=O)N2CCN(c3ccc(F)cc3)CC2)C2CCCCC2)cc1,0
CCOc1ccc(S(=O)(=O)N2CCN(C(=O)COc3ccc(Br)cc3)CC2)cc1,-1
Cc1noc(C)c1S(=O)(=O)N1CCN(C(c2ccccc2)c2ccc(Cl)cc2)CC1 (stereo not given),1
COc1ccccc1C(=O)NCCC(=O)N1CC=C(c2ccccc2)CC1,-3
C[C@@H]1[C@H](O)[C@@H](C)/C=C/C=C/C=C/C=C/C=C/C=C/C=C/[C@H](OC2O[C@H](C)[C@@H](O)[C@H](N)[C@@H]2O)C[C@@H]2O[C@](O)(C[C@@H](O)C[C@@H](O)[C@H](O)CC[C@@H](O)C[C@@H](O)CC(=O)O[C@H]1C)C[C@H](O)[C@H]2C(=O)O (stereo not given in full),-5
Cc1nnsc1-c1nnc(SCC(=O)c2ccc(C#N)cc2)n1C1CC1,-2
CCOC(=O)c1c2c(n(C)c1C)C(=O)C(=O)c1ccc(Br)cc1-2,5
O=C1CCc2cc(S(=O)(=O)NCc3ccccc3Cl)cc3c2N1CC3,1
COc1cc(/C=C2\SC(=S)N(CCC(=O)Nc3ccccn3)C2=O)cc(OC)c1OC,-1
COCCOC(=O)c1c(NC(=O)CN2CCOCC2)sc(C(N)=O)c1C,-3
O=C(CC(C(=O)O)C1CCCO1)Nc1cccc(C(F)(F)F)c1 (stereo not given),3
CCC(CO)Oc1cc(NCc2cccc(O)c2)c2ncn(C(C)C)c2c1 (stereo not given),-4
CCC(=O)N(Cc1cc2ccc(C)cc2n2nnnc12)C1CCCCC1,0
CCc1ccc(C2=NN(c3ccc(S(N)(=O)=O)cc3)C(c3ccc(F)cc3)C2)cc1 (stereo not given),2
Nc1nc(SCC(=O)N2CCCCC2)[nH]c(=O)c1NC(=O)c1ccccc1F,0
CCCCNC(=O)Cc1ccc(Br)cc1,-4
Fc1ccc(CSc2nnc(-c3cnccn3)n2Cc2ccco2)cc1,-3
CC(=O)c1cccc(NC(=O)Nc2ccc(C(=O)N3CCOCC3)cc2)c1,-2

# Not a retest: 5 of the compounds above.
SMILES,TbREL1 primary
COc1ccccc1C(=O)NCCC(=O)N1CC=C(c2ccccc2)CC1,-3
C[C@@H]1[C@H](O)[C@@H](C)/C=C/C=C/C=C/C=C/C=C/C=C/C=C/[C@H](OC2O[C@H](C)[C@@H](O)[C@H](N)[C@@H]2O)C[C@@H]2O[C@](O)(C[C@@H](O)C[C@@H](O)[C@H](O)CC[C@@H](O)C[C@@H](O)CC(=O)O[C@H]1C)C[C@H](O)[C@H]2C(=O)O (stereo not given in full),-5
Cc1nnsc1-c1nnc(SCC(=O)c2ccc(C#N)cc2)n1C1CC1,-2
CCOC(=O)c1c2c(n(C)c1C)C(=O)C(=O)c1ccc(Br)cc1-2,5
O=C1CCc2cc(S(=O)(=O)NCc3ccccc3Cl)cc3c2N1CC3,1

# Next section.
SMILES,TbREL1 primary
CC(=O)Nc1ccc(NC(=O)c2ccc(S(=O)(=O)N(C)c3ccccc3)cc2)cc1,3
CCN1CCN(C(=O)CSc2nc(N)cc(N)n2)CC1,-5
CCOC(=O)c1c(NC(=O)CN2CCCc3ccccc32)sc(C)c1C,-1
CCOC(=O)C1(C)CCCN(C(=O)c2ccc3c(c2)CCO3)C1 (stereo not given),-1
CSc1ccccc1NC(=O)CCc1ccccc1,-3
COc1ccc(/C=N/NC2=NCCCCC2)cc1,5
Cn1c(=O)n(Cc2ccccc2)c(=O)c2c1nc1n2CCN1Cc1ccco1,-2
COc1ccc(OC)c(C2=NS(=O)(=O)N(C)C(C(=O)NCc3ccco3)=C2)c1,-1
CN1CCn2cnc(C(=O)NCC(=O)OC(C)(C)C)c2C1=O,1
Cc1c(C(C)(C)C)sc(=NC(=O)c2ccccc2O)n1C,-4
CCOc1ccc(-c2csc(NNC3=NCCCCC3)n2)cc1,5
C=CCc1cccc(/C=N/NC(=O)c2ccc3nc[nH]c3c2)c1O,0
O=C(COc1nncc2ccccc12)Nc1ccc(F)c(F)c1,2
COc1ccc(-n2ncc3c(=O)n(CC(=O)Nc4ccc5c(c4)OCCO5)cnc32)cc1,3
O=C1c2cccc3cccc(c23)C(=O)N1CCN1CCN(C(=S)Nc2ccccc2)CC1,-4
COc1cc(OC)cc(C(=O)NNC(=O)CNC(=O)c2ccc(Br)o2)c1,3
CN(C(=O)C(C)(C)C)c1ccc(OCC(=O)N2CCc3ccccc3C2)cc1,-4
CCCCONc1ncnc2nonc12,-2
COc1ccc(CCNC(=O)CN(c2ccccc2OC)S(C)(=O)=O)cc1,7
Cc1ccc(C(=O)Cc2nnc(C)s2)cc1,0
CCCCN(C(=O)C1=COCCO1)c1c(N)n(CCCC)c(=O)[nH]c1=O,4
O=C(CNc1cccc(S(=O)(=O)N2CCOCC2)c1)Nc1ccc(C(F)(F)F)cc1,1
COc1cc(C(=S)N2CCCC2)ccc1OC(=O)c1ccc(Cl)cc1[N+](=O)[O-],0
COc1ccc(C(=O)COC(=O)CNC(=O)c2ccc(C)s2)c(OC)c1,-2
CS(=O)(=O)c1cccc(C(=O)N(CCc2ccccc2)Cc2cccs2)c1,3
COc1ccc(/C=C/C(=O)NC(=S)N2CCOCC2)cc1,-2
NC(=O)C1CCN(c2nc(-c3ccc4c(c3)CCO4)cs2)CC1,-4
CCOc1ccc(-n2c(-c3ccccc3)nnc2-c2ccccc2)cc1,-1
CN1CCn2cnc(C(=O)Nc3ccc(Cl)cc3)c2C1=O,10
CCN(Cc1ccccc1)S(=O)(=O)c1ccc(C(=O)N(CCCN(C)C)c2nc3c(C)c(C)ccc3s2)cc1,10

# Molecules from the list above that have a tert-butyl group:
SMILES,TbREL1 primary
CN1CCn2cnc(C(=O)NCC(=O)OC(C)(C)C)c2C1=O,1
Cc1c(C(C)(C)C)sc(=NC(=O)c2ccccc2O)n1C,-4
CN(C(=O)C(C)(C)C)c1ccc(OCC(=O)N2CCc3ccccc3C2)cc1,-4

# Later entries.
SMILES,TbREL1 primary
CCOC(=O)C(NCc1ccco1)(NC(=O)c1ccccc1)C(F)(F)F (stereo not given),0
CN(CC(=O)N1CC=C(c2ccccc2)CC1)S(=O)(=O)c1ccc2c(c1)c(=O)n(C)c(=O)n2C,-3
Cc1cc(C)cc(NC(=O)Nc2ccc(N3CCCCC3)cc2)c1,-6
O=C(Nc1ccc(-c2csc(Nc3ccc(Cl)cc3)n2)cc1)c1ccccc1,2
O=c1cnn(Cc2c(Cl)cccc2Cl)c2ccccc12,4
COc1ccc(CCN(Cc2nc3ccccc3c(=O)[nH]2)C(=O)c2ccco2)cc1,0
CCOc1ccccc1C(=O)NCC(=O)NCCc1ccc(S(N)(=O)=O)cc1,-1
CCOC(=O)C1=C(CS(=O)(=O)c2ccc(C)cc2)NC(=O)NC1c1ccc(O)c(OC)c1 (stereo not given),-3
CCOC(=O)C1CCN(C(=O)COc2ccc(S(=O)(=O)N3CCOCC3)cc2C)CC1,1
COc1ccc(C)cc1NC(=O)CCCN1C(=O)C(c2ccccc2)Oc2cccnc21 (stereo not given),0
C/C=C(/C)C(=O)Nc1cccc(C2=NOC3(C2)C[C@H](C(N)=O)N(C(=O)COc2ccc(Cl)cc2)C3)c1 (stereo not given in full),4
CCn1c2ccccc2c2cc(C=NNC(=O)c3ccoc3C)ccc21,4
Cc1cc(NC(=O)CCC(=O)N(c2ccc(F)cc2)C(C(=O)NC2CCCC2)c2ccccc2)no1 (stereo not given),0
COc1cc(OC)c2c(-c3ccccc3)cc(=O)oc2c1C(CCN1CCCC(C)C1)c1ccc2c(c1)OCO2 (stereo not given),1
N#CCSc1nc2ccccc2c2nc3ccccc3n12,2

# 7 compounds picked at random from the list so far, as already listed:
SMILES,TbREL1 primary
O=c1cnn(Cc2c(Cl)cccc2Cl)c2ccccc12,4
Cc1cc(NC(=O)CCC(=O)N(c2ccc(F)cc2)C(C(=O)NC2CCCC2)c2ccccc2)no1 (stereo not given),0
CCOC(=O)C1CCN(C(=O)COc2ccc(S(=O)(=O)N3CCOCC3)cc2C)CC1,1
CCn1c2ccccc2c2cc(C=NNC(=O)c3ccoc3C)ccc21,4
Cc1cc(C)cc(NC(=O)Nc2ccc(N3CCCCC3)cc2)c1,-6
CCOc1ccccc1C(=O)NCC(=O)NCCc1ccc(S(N)(=O)=O)cc1,-1
CCOC(=O)C(NCc1ccco1)(NC(=O)c1ccccc1)C(F)(F)F (stereo not given),0
